Mm-Cpn inhibitor = blocks the Methanococcus maripaludis chaperonin Mm-Cpn; 330,000 compounds, 0.031% hits; purified Mm-Cpn ATPase, ADP Transcreener TR-FRET; Potency, µM (highest dose often 76.9 µM), without a hit: at the top dose activity, negative = inhibition, most hits filed as inhibitors; note: potency is the fitted concentration of half-maximal effect; % is set by controls: 0 for no effect and ±100 for the full control effect; nearly all actives have a fitted effect of over 80% in size
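TR-FRET (320 nm excitation; 590 and 665 nm emission) reports ADP made from 10 uM ATP by 25 nM enzyme; compounds were preincubated 10 min, reaction run 30 min, both at 37°C.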
TGFb inhibitor = TGF-b pathway inhibition; HepG2 CAGA-GFP TGF-b/SMAD3 reporter, GFP fluorescence, 18 h; TGF-beta stimulated, 500 pg/mL final; Potency, µM (series often up to 46.1 µM), for the others: at the top dose activity, negative = inhibition, actives largely listed as inhibitors; AID 588855; 410,000 compounds, 1.2% hits; note: potency is the fitted concentration of half-maximal effect; % is set by controls: 0 for no effect and ±100 for the full control effect; nearly all actives have a fitted effect of over 65% in size
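Read-out: total well GFP (ex488/em500-530) summed from mean per-cell fluorescence. Cells: HEPG2 CAGA-GFP, 1% FBS DMEM, 18 h at 37 degrees C with 500 pg/mL final TGF-beta. Unstimulated wells served as the full-inhibition control; stimulated DMSO wells = 0%.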
A549 viability = A549 cytotoxicity, counter-screen for Nrf2 inhibitors; 390,000 compounds, 0.16% hits; Potency, µM (series often up to 46 µM), for inactives: top-dose activity change, negative = cytotoxicity, hits mostly inhibitors; A549 ARE-Fluc cells, CellTiter-Fluor viability, 18-24 h; note: potency is the fitted concentration of half-maximal effect; % is set by controls: 0 for no effect and ±100 for the full control effect
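A549 ARE-Fluc cells in 5% FBS OPTI-MEM, 5000 cells/well, rested 2 h then exposed to compounds in concentration-response for 18-24 h at 37 °C. Viability by CellTiter-Fluor fluorescence (Ex 405/Em 525) after 30 min; luciferase luminescence (BugLite, 15 min, RT) read afterwards.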
CCT modulator = modulators of cytosolic chaperonin (CCT/TRiC) activity | 360,000 compounds, 0.3% hits | activity change, % (concentration not given with the values), hits read low | purified chaperonin ATPase assay, HTRF ADP detection, 30 min | AID 651819; in the data active = activity change below about -30%; note: % is set by controls: 0 for no effect and ±100 for the full control effect
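Nucleotide hydrolysis assay: TRiC at 20–40 nM final (set by batch activity) with 10 uM ATP, 30 min at 37 °C, in presence of 76 uM compound. Detection by competitive ADP HTRF, 30 min ambient.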
Nrf2 ARE act = activators of Nrf2 (ARE) signaling; AID 624171; AREc32 ARE-luciferase reporter (MCF7-derived line), luminescence, 24 h; Potency, µM (titrated, usually from 46.1 µM), inactives show at the top dose activation, most hits filed as activators; 410,000 compounds, 0.31% hits; note: potency is the fitted concentration of half-maximal effect; % of control where 0% means no effect; nearly all actives have a fitted effect of over 65% in size
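AREc32 cells carrying an ARE-driven firefly luciferase, 1000 cells/well in OPTI-MEM with 5% FBS, dosed after overnight attachment and incubated 24 hr at 37 deg C. Steady-Glo luminescence read after 30 min at RT.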
Nrf2 block = inhibitors of Nrf2 signaling. A549 ARE-Fluc reporter, luciferase luminescence, 18-24 h. Potency, µM (titrated, usually from 46 µM), for inactives: at the highest dose activity change, negative = inhibition, actives largely listed as inhibitors. 360,000 compounds, 2.1% hits; note: potency is the fitted concentration of half-maximal effect; % is set by controls: 0 for no effect and ±100 for the full control effect; nearly all actives have a fitted effect of over 60% in size
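Two sequential reads on A549 ARE_Fluc cells exposed to compound for 18-24 h: a CellTiter-Fluor fluorescence read for viability, then a luciferase luminescence read for Nrf2/ARE activity.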
HepG2 tox = HepG2 cytotoxicity, counter-screen for TGF-b inhibitors. HepG2 CAGA-GFP viability, ATP luminescence, 18 h. Potency, µM (series often up to 46.1 µM), for inactives: at the top dose activity change, negative = cytotoxicity, hits mostly cytotoxic. 410,000 compounds, 0.76% hits. AID 588856; note: potency is the fitted concentration of half-maximal effect; some results filed as inactive show a strong effect at the top dose
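HepG2 CAGA-GFP cells (1000/well, DMEM with 1% FBS) received compound, then TGF-beta at 500 pg/mL final, and were incubated 18 hours at 37 degrees C. Viability was read by CellTiter-Glo luminescence. Media-only wells were set as complete cell-killing and DMSO as no toxicity.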
ATXN viability = viability counter-screen for ATXN expression inhibitors; S2 cells (HEK-293 line with an ATXN2-luciferase reporter) viability, CellTiter-Fluor protease fluorescence, 24 h; Potency, µM (doses to about 56.7 µM), usual class: cytotoxic; 400,000 compounds, 0.49% hits; note: potency is the fitted concentration of half-maximal effect; nearly all actives have a fitted effect of over 40% in size
pAkt inh = Akt phosphorylation inhibition. Neuro2A IGF-stimulated pAkt S473 HTRF, 20 min; stronger effect = lower value. activity change, % for hits at 50 µM. 360,000 compounds, 0.32% hits; in the data active = activity change below about -80%; inconclusive = mostly about -51% to -80%; note: % is set by controls: 0 for no effect and ±100 for the full control effect
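Neuro2A cells in DMEM with 0.5% FBS, overnight at 37 deg C, given compound at single 50 µM final, then IGF (6 nM final) for 20 min at 37 deg C. Lysed; phospho-Akt Ser473 by HTRF after 24 h, 665/615 ratio.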
* = called active by the depositor; i = inactive; ? = inconclusive; · = no result given; [ ] = dose if it differs, or a comment. Unless noted, calls come from the whole dose curve; as a rule, active = well fitted curve in the direction sought with a large enough effect; inconclusive = small, poorly fitted or top-dose-only effect, or another doubt; inactive = no such curve, though single readings can be large; an effect the other way counts as inactive or inconclusive.

SMILES	Mm-Cpn inhibitor	TGFb inhibitor	A549 viability	CCT modulator	Nrf2 ARE act	Nrf2 block	HepG2 tox	ATXN viability	pAkt inh
CCCCN1C(=O)C(=O)N(CC(=O)c2cc(C)n(-c3cc(C)on3)c2C)C1=O	-2%	-4%	-4%	1.0	0.1%	-29%	-9%	i	i
COCCn1c(-c2ccccc2)cnc1N	1%	-4%	0%	0.1	2.4%	-18%	-17%	i	i
CC(=O)OCC1OC(OCc2cn(C[C@H]3CC[C@H](Cn4cc(COC5OC(COC(C)=O)C(OC(C)=O)C(OC(C)=O)C5OC(C)=O)nn4)O3)nn2)C(OC(C)=O)C(OC(C)=O)C1OC(C)=O (some centres undefined)	0%	-5%	-2%	-0.9	0.5%	-6%	0%	i	i
Cc1cc(C)c(-c2cc(C)nc3ncnn23)c(C)c1	-12%	-11%	-3%	-1.4	0.2%	-14%	-12%	i	i
CCOC(=O)N/N=C\c1ccc(OC/C=C/c2ccccc2)c(OC)c1	1%	-25%	-8%	-2.6	2.8%	-4%	0%	?	i
CCOC(=O)C1=C(C)N=c2s/c(=C/c3ccc(OCC(=O)O)cc3)c(=O)n2C1c1ccc(OC)cc1OC (centres undefined)	0%	-1%	?	0.4	0.0%	1%	-2%	·	i
O=C1c2cccc3cccc(c23)C(=O)N1c1ccccn1	-2%	-2%	-9%	0.7	4.5%	-9%	-27%	i	i
Cc1ccc(-c2nn(-c3ccccc3)cc2CN(C)C(=O)CCC(=O)O)cc1C	0%	7%	-17%	1.1	2.1%	?	6%	?	i
Cc1cnc(NC(=O)CSc2nnc(N)s2)s1	-1%	0%	-5%	-4.6	-0.6%	4%	3%	i	i
O=C(NCCCn1ccnc1)C1CC2CCC1C2 (centres undefined)	0%	4%	-10%	-4.6	0.2%	-2%	6%	i	i
COc1ccc(-c2c(-c3ccccc3OC)sc3ccccc23)cc1OC	35µM*	-7%	8%	1.6	0.9%	-15%	7%	i	i
Cc1ccc(C(=O)Nc2ccccn2)cc1S(=O)(=O)N1CCOCC1	2%	0%	-2%	-1.7	15%	11%	2%	i	i
COCCNC(=O)CN(C(=O)CCC(=O)Nc1ccccn1)c1cc(C)ccc1C	-1%	3%	-4%	-1.5	-0.3%	-2%	7%	?	i
O=c1[nH]nc(Cc2ccc(-c3cccc(Cl)c3)o2)c2ccccc12	0%	-5%	-17%	-0.1	5.0%	21µM*	-25%	i	i
CC1CCN(CCc2nc3cc(NC(=O)Nc4ccccc4)ccc3n2C)CC1	2%	-8%	-10%	-1.0	2.6%	20%	-6%	i	i
CCOC(=O)C1=C(COC(=O)c2ccc(Cl)cc2[N+](=O)[O-])NC(=O)NC1C (centres undefined)	-1%	-1%	3%	1.7	0.3%	1%	-10%	i	i
COc1ccc2nc(SCC(=O)N(C)CC(=O)Nc3ccc(F)cc3)[nH]c2c1	0%	3%	1%	-1.1	2.5%	?	7%	i	i
O=C(O)CSc1nnc(CSc2nc3ccccc3s2)n1-c1ccccc1	1%	-2%	-1%	-3.4	0.0%	8%	-20%	?	i
C/C(=N/Nc1nc(-c2ccccc2)c(CC(=O)O)s1)c1ccccc1	-2%	-27%	?	-3.6	15%	0%	-50%	i	i
CCOc1ccccc1C1C(C#N)=C(N)Oc2cc(N)ccc21 (centres undefined)	1%	-21%	-2%	-0.4	0.3%	?	-26%	i	i
NC(=O)C1=C[C@@H](c2csc3ccccc23)C[C@@H](OCCCCO)O1	·	-11%	-2%	-0.2	5.4%	6%	-6%	i	i
N#CCSc1nc2ccccc2c(=O)n1C1CCCCC1	1%	1%	7%	0.2	-0.8%	-13%	2%	i	i
Cc1cccc2cc(CN(Cc3cccnc3)C(=O)c3ccncc3)c(=O)[nH]c12	-8%	0%	-5%	-0.9	-0.8%	-13%	5%	i	i
Cc1nn(C)cc1S(=O)(=O)Nc1ncccn1	-5%	0%	8%	1.5	-0.2%	-11%	2%	i	i
CN(C)CCn1c(=N)n(CC(O)c2ccc(Cl)c(Cl)c2)c2ccccc21 (centres undefined)	1%	?	?	-2.1	3.3%	-23%	-74%	?	i

Profiles, quoted from the list. Order of screens: Mm-Cpn inhibitor | TGFb inhibitor | A549 viability | CCT modulator | Nrf2 ARE act | Nrf2 block | HepG2 tox | ATXN viability | pAkt inh
`O=c1[nH]nc(Cc2ccc(-c3cccc(Cl)c3)o2)c2ccccc12` in the list: 0% | -5% | -17% | -0.1 | 5.0% | 21µM* | -25% | i | i
`Cc1cc(C)c(-c2cc(C)nc3ncnn23)c(C)c1` in the list: -12% | -11% | -3% | -1.4 | 0.2% | -14% | -12% | i | i

Some of these compounds in order of molecular weight, high to low.
SMILES	Mm-Cpn inhibitor	TGFb inhibitor	A549 viability	CCT modulator	Nrf2 ARE act	Nrf2 block	HepG2 tox	ATXN viability	pAkt inh
CCOC(=O)C1=C(COC(=O)c2ccc(Cl)cc2[N+](=O)[O-])NC(=O)NC1C (centres undefined)	-1%	-1%	3%	1.7	0.3%	1%	-10%	i	i
CC1CCN(CCc2nc3cc(NC(=O)Nc4ccccc4)ccc3n2C)CC1	2%	-8%	-10%	-1.0	2.6%	20%	-6%	i	i
O=C(NCCCn1ccnc1)C1CC2CCC1C2 (centres undefined)	0%	4%	-10%	-4.6	0.2%	-2%	6%	i	i
COCCn1c(-c2ccccc2)cnc1N	1%	-4%	0%	0.1	2.4%	-18%	-17%	i	i

(listing goes on)
SMILES	Mm-Cpn inhibitor	TGFb inhibitor	A549 viability	CCT modulator	Nrf2 ARE act	Nrf2 block	HepG2 tox	ATXN viability	pAkt inh
CC1(C)Cc2cccc(OCC(=O)N3CCN(S(=O)(=O)c4ccccc4F)CC3)c2O1	3%	-9%	-1%	-2.9	0.1%	-7%	-11%	i	i
Cc1ccc(S(=O)(=O)n2nc(-c3ccccc3)nc2NCc2ccc(Cl)cc2)cc1	·	4%	3%	·	-0.6%	-13%	-1%	i	·
COc1cccc2sc(=NC(=O)CCS(=O)(=O)c3ccc(C)cc3)n(C)c12	-14%	-3%	-1%	0.5	0.3%	?	-16%	i	i
O=C(Nc1cc(Cl)ccc1N1CCOCC1)c1ccc2c(c1)OCCO2	-2%	-5%	8%	-0.8	2.5%	-10%	-16%	i	i
O=C(COc1ccc(OCc2ccccc2)cc1)NN=C1CCCC1	-2%	-8%	2%	-1.6	-0.1%	15%	0%	i	i
Cc1ccc2c(c1)-c1ncc(C(=O)c3cc(Br)ccc3O)cc1CO2	1%	?	0%	·	3.2%	2%	-26%	i	·
O=C1C2C3C=CC(CC3)C2C(=O)N1c1ccc(Br)cc1[N+](=O)[O-] (centres undefined)	0%	0%	-4%	-2.3	-1.2%	4%	-2%	i	i
O=C(CN1CCN(c2nc(-c3ccc(Cl)cc3)cs2)CC1)NCc1ccco1	-11%	-28%	8%[1.84 µM]	-2.1	-0.2%	-26%	-23%	i	i
CCOC(=O)c1ccc(Nc2c(-c3ccc(O)cc3)nc3nc[nH]n23)cc1	·	5%	-2%	·	2.8%	·	1%	i	·
Cc1ccc(Sc2ccc(CN3CCCC3)cc2[N+](=O)[O-])cc1	1%	?	-3%	-1.4	18%	0%	-38%	i	i
Cc1cc(Br)cn2c(Cc3ccccc3)c(-c3ccc(C#N)cc3)nc12	·	?	·	0.6	16%	·	-35%	i	i
C#CCOCCOCCOCCNc1nc(N2CCN(C(=O)Cn3cc(CCCN=C(N)N)nn3)CC2)nc(N2CCN(C(=O)[C@H](C(C)C)n3cc(CCO)nn3)CC2)n1	0%	5%	1%	0.1	-0.3%	18%	1%	i	i
C/C=C/C(=O)N1CC2(CC(c3cccc(NC(=O)/C(C)=C/C)c3)=NO2)C[C@H]1C(N)=O (some centres undefined)	0%	-7%	-3%	-1.0	1.9%	-5%	-4%	i	i
O=C(NC12CCC(O)C(SC1)/C2=N/O)c1ccccc1 (centres undefined)	-1%	-5%	-2%	-0.4	0.0%	5%	-4%	i	i
O=C(COC(=O)c1ccccc1-n1cnnn1)c1ccc(Br)cc1	-3%	8%	2%	-1.3	6.0%	?	1%	i	i
COCCn1c(C)cc(O)c(C(c2ccccc2Cl)N2CCCCC2)c1=O (centres undefined)	·	20%	0%	·	0.1%	·	10%	·	·
Cc1cc(N2CCN(c3nc4ccccc4s3)CC2)n2ncnc2n1	0%	2%	-15%	-5.2	-0.4%	·	-29%	i	·
COc1ccc(NC(=O)C2CC(c3ccc(OC)c(OC)c3)=NO2)cc1OC (centres undefined)	0%	23%	-6%	-1.9	-0.5%	-21%	9%	i	i
CN(C)CCN1CCN(C2CN(Cc3cn(Cc4ccc(F)cc4)nn3)S(=O)(=O)C2)CC1 (centres undefined)	·	·	·	-2.6	0.6%	·	·	i	i
O=C1Nc2cc(S(=O)(=O)N3CCCC3)ccc2N2CCCC12 (centres undefined)	-5%	2%	1%	0.5	-0.8%	-7%	-15%	i	i
Cc1ccccc1C(=O)NC1CCN(Cc2nnnn2C(C)(C)C)CC1	1%	24%	-2%	-0.2	-1.1%	-11%	1%	?	i
O=C(/C=C/c1ccco1)OCn1nnc2ccccc2c1=O	2%	?	-1%	-1.8	12%	4%	3%	i	i
Cc1nnc(SCC(=O)N(Cc2ccccc2)C(C)C)n1-c1ccccc1	-1%	-1%	3%	0.5	1.9%	18%	-3%	?	i

Structures from the list above that contain a thiophene ring, fused or not, in the order listed:
SMILES	Mm-Cpn inhibitor	TGFb inhibitor	A549 viability	CCT modulator	Nrf2 ARE act	Nrf2 block	HepG2 tox	ATXN viability	pAkt inh
COc1ccc(-c2c(-c3ccccc3OC)sc3ccccc23)cc1OC	35µM*	-7%	8%	1.6	0.9%	-15%	7%	i	i
NC(=O)C1=C[C@@H](c2csc3ccccc23)C[C@@H](OCCCCO)O1	·	-11%	-2%	-0.2	5.4%	6%	-6%	i	i
